Screening results as filed in PubChem.
E-sel TNF inh = E-selectin induction blockers in HUVEC – imaging, immunofluorescence, high content, primary screen; HUVEC TNFa-induced E-selectin immunofluorescence; inhibition, % at 2 µM; 120,000 compounds, 0.71% hits; AID 1246, 2008;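 active = inhibition above the batch mean plus 3 SD, and confirmed as a hit on visual image review, cut at about 43% in these data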;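 also: 0% = TNF-stimulated DMSO wells and 100% = unstimulated control wells; not every result past the cut was called active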
GALR2 blocker = GALR2 antagonists in receptor-expressing cells, primary screen; Galanin receptor type 2 (Homo sapiens), O43603; antagonist mode; inhibition, % at 4 µM; 140,000 compounds, 0.39% hits; in the data active = inhibition above about 27%;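 also: cells stimulated with galanin 1-16 at roughly its EC80; 0% = agonist challenge control and 100% = basal control without agonist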
Target sequence (O43603 whole entry, looked up): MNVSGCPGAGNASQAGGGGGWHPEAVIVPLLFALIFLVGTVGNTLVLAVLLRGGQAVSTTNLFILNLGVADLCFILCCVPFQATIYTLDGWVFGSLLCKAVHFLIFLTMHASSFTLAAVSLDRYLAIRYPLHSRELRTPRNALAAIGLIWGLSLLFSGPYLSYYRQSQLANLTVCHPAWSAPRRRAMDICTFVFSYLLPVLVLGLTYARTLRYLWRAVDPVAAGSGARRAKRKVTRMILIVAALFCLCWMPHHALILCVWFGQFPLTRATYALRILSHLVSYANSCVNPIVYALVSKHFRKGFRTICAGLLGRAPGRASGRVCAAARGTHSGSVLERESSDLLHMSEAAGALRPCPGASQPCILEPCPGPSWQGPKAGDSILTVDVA
Phagocytosis inh = inhibitors of macrophage phagocytosis, primary screen, imaging, J774A.1 cells, IgG beads; 110,000 compounds, 0.07% hits; AID 1029, 2008; inhibition, % at 5 µM; J774A.1 macrophage IgG-bead phagocytosis;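 active = inhibition above the mean of the plate negative controls plus 5 SD, cut at about 13% in these data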;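 also: phagocytic index as fraction of beads internalized from green versus red external bead signal; plate controls were DMSO negative control for no effect and cytochalasin-D positive control for full effect; some results beyond the cut were filed as inactive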
HCT116 PTEN-null = growth suppression of PTEN-null HCT116, primary screen, cell-based, CellTiter-Glo; 140,000 compounds, 1.2% hits; HCT116 PTEN-null viability, 60 h; active compounds read low; viability, % at 10 µM;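 active = viability at or below a set limit, 4 SD under the median of all tested compounds, cut at about 3.7% in these data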;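 also: PTEN knockout HCT116 line with beta catenin targeted HCT116 as companion control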
Measles CPE = compounds protecting cells from measles virus cytopathic effect, primary screen, measles RdRp inhibitor project, single point, MLSMR library, absorbance. Measles virus-infected cells, CPE protection. protection (pct of control), % at 4 µM. 140,000 compounds, 1.5% hits. AID 841, 2007; in the data active = protection mostly above about 24%, no sharp cut-off; inactive = mostly below about 26%; also: some compounds called inactive have numbers as strong as hits
bCat KO growth = primary screen for growth suppressors in beta-catenin knockout HCT116 cells (colon tumor, human); HCT116 beta-catenin knockout viability, CellTiter-Glo, 60 h; active compounds read low; viability, % at 10 µM; 140,000 compounds, 1.5% hits; AID 818, 2007;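 active = viability at or under a set limit, the compound median less 4 SD, cut at about 6% in these data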;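 also: 0% = Hyamine 1622 control at 20 µM and 100% = untreated cell control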
MRP-1 activ = H69AR viability gain despite doxorubicin, primary screen, MRP-1 activator project, H69AR cells, CellTiter-Glo. viability rescue. viability increase, % at 10 µM. 140,000 compounds, 0.61% hits. AID 799, 2007;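 active = viability gain under doxorubicin at or above a set limit, the compound median plus 3 SD, cut at about 4.7% in these data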;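 also: MRP-1 overexpressing cells given doxorubicin 25 µM after compound pretreatment; 18-22 h compound pretreatment then 72 h with doxorubicin before readout; 0% = doxorubicin-only wells and 100% = vehicle-treated cells without doxorubicin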
Yeast life ext = compounds extending yeast replicative lifespan, primary screen, S. cerevisiae, OD615. 130,000 compounds, 0.68% hits. S. cerevisiae growth with nicotinamide; deaD strain in restrictive glucose medium. inhibition of the nicotinamide effect, % at 10 µM;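 active = inhibition above a set limit, placed 3 SD over the median of all compounds, cut at about 26% in these data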;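 also: 0% = nicotinamide-treated wells and 100% = cells grown without nicotinamide; some compounds called inactive have numbers as strong as hits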
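Measured by: optical density (absorbance) at 615 nm; System: modified budding yeast, DeaD strain; Medium: restrictive CSMM-D dextrose medium; Timing: 4 h preincubation then 48 h treatment at 30 °C.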
NPY-Y2 antag = NPY-Y2 receptor antagonists, primary screen, cell-based. NPY-Y2 expressing cells, antagonist mode. inhibition, % at 2.7 µM. 140,000 compounds, 0.99% hits; in the data active = inhibition above about 17%;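 also: 0% = vehicle with agonist challenge and 100% = reference antagonist with challenge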
Target sequence (P49146 whole entry, looked up): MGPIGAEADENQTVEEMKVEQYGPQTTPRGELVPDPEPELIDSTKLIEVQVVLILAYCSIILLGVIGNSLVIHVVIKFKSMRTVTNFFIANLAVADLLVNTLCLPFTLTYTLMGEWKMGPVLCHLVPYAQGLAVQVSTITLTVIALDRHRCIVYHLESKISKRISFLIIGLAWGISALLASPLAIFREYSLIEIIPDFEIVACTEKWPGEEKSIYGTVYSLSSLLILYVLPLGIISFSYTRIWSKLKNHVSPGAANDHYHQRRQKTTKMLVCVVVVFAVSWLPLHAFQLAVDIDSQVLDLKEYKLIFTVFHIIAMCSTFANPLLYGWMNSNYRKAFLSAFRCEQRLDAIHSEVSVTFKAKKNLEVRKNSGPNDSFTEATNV
Yeast growth inh = growth inhibitors of yeast BB579 in restrictive medium, primary screen, yeast lifespan-shortening project, S. cerevisiae | OD615, 48 h | inhibition, % at 10 µM | 140,000 compounds, 0.51% hits | AID 804, 2007;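 active = inhibition above a set limit, 3 SD over the mean compound inhibition, cut at about 44% in these data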; also: inactives centre near -24
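Assay system: S. cerevisiae DeaD strain BB579 yeast. Medium: CSMM-D restrictive synthetic medium containing dextrose (glucose). Times: 4 h cell preincubation, 48 h compound exposure, 30 °C humidified. Signal: OD615 turbidity measurement. Benchmarks: positive control amphotericin B 10 µg/mL.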
* = called active by the depositor; . = no result given. Not a hit list. About 6.1% of those tested had a hit in this group.

#1 Cc1ccc(-c2[nH]nc3c2C(c2cccnc2)C(C#N)=C(N)O3)cc1 (centres undefined)
#2 CCCN1C(=O)c2cc(C(=O)NCc3ccc(OC)cc3)ccc2C1O (centres undefined)
#3 COc1cc(C(=S)N2CCOCC2)cc(OC)c1OC(=O)c1cc([N+](=O)[O-])cc([N+](=O)[O-])c1
#4 COc1cc(CN2CCC(C(=O)N3CCC(C)CC3)CC2)cc(Br)c1O
#5 Cc1oc(-c2ccc(Cl)cc2)nc1CN1CCCC(C(=O)NCc2ccccn2)C1 (centres undefined)
#6 CCOCC(=O)N1CCN(c2ccc(F)cc2)CC1
compound no. | 1 | 2 | 3 | 4 | 5 | 6
E-sel TNF inh | -16 | . | -35 | -33 | 23 | 5
GALR2 blocker | 8 | 9 | 2 | -2 | -3 | -8
Phagocytosis inh | . | 0 | . | 1 | 0 | -1
HCT116 PTEN-null | 81 | 101 | 91 | 106 | 72 | 98
Measles CPE | 31 | 0 | 7 | 2 | 4 | 3
bCat KO growth | 79 | 92 | 93 | 76 | 68 | 102
MRP-1 activ | -1.9 | -0.2 | -2.1 | -0.9 | -0.3 | -0.1
Yeast life ext | -12 | -7 | -19 | -5 | -5 | -9
NPY-Y2 antag | -1 | 0 | -1 | 2 | 2 | 0
Yeast growth inh | -7 | -5 | -45 | -31 | -42 | -59

#7 Clc1ccc(OCc2nnc(-c3ccccc3Br)o2)c(Cl)c1
#8 Cc1cccc(Nc2c([N+](=O)[O-])c(=O)n(C)c3ccccc23)c1
#9 C=CCN(CC=C)C(=S)NC(=O)c1ccc([N+](=O)[O-])cc1
#10 Cc1ccc(NC(=O)c2cc(=O)c3ccccc3o2)c(C)c1
#11 CCOC(=O)CSC1=C(C#N)C(c2ccc(C)s2)CC(=O)N1 (centres undefined)
#12 CCN1CCc2c(sc(N)c2C#N)C1
compound no. | 7 | 8 | 9 | 10 | 11 | 12
E-sel TNF inh | 5 | . | 19 | 27 | . | 2
GALR2 blocker | -11 | -11 | -1 | 16 | 5 | 2
Phagocytosis inh | 1 | -12 | -2 | -7 | 1 | 0
HCT116 PTEN-null | 94 | 98 | 64 | 101 | 16 | 74
Measles CPE | 12 | 12 | 20 | 7 | 19 | 15
bCat KO growth | 87 | 102 | 58 | 99 | 14 | 64
MRP-1 activ | 0.4 | -3.0 | -2.0 | -1.4 | -1.0 | -2.6
Yeast life ext | -10 | -2 | 8 | -4 | 27 | -3
NPY-Y2 antag | 5 | 0 | 2 | 1 | 6 | 0
Yeast growth inh | -34 | -11 | 5 | -24 | -78 | 4

#13 Cc1ccc(CS(=O)(=O)CCC(=O)NCCCN2CCCC2=O)cc1
#14 C/C(=N\NC(=O)c1c[nH]c2ccccc12)c1ccc(C)o1
#15 O=C(CCCNS(=O)(=O)c1ccccc1)NCc1ccco1
#16 COc1cc2c(cc1OC)CN(C(=O)c1ccc(S(=O)(=O)N3CCCCCC3)cc1)CC2
#17 COc1ccccc1N1CCN(C(=O)C2CCCO2)CC1 (centres undefined)
#18 CCCC(=O)OCCNc1cc(Sc2nccn2C)c2nonc2c1[N+](=O)[O-]
compound no. | 13 | 14 | 15 | 16 | 17 | 18
E-sel TNF inh | 11 | -5 | . | . | -16 | 23
GALR2 blocker | -1 | 22 | 13 | -5 | 0 | 4
Phagocytosis inh | 1 | 0 | -1 | -11 | 2 | 2
HCT116 PTEN-null | 106 | 85 | 104 | 92 | 102 | 1.7*
Measles CPE | 5 | 10 | 8 | 9 | 7 | 14
bCat KO growth | 106 | 93 | 89 | 97 | 105 | 1.9*
MRP-1 activ | -0.1 | -1.9 | -0.4 | -3.5 | -0.8 | -5.3
Yeast life ext | 2 | -6 | -13 | -4 | -19 | 8
NPY-Y2 antag | -1 | 1 | 3 | 0 | 1 | 11
Yeast growth inh | -38 | -26 | 4 | -26 | -25 | -27

#19 Cc1ccc(/C=C2\OC(=O)c3ccccc32)cc1
#20 Cc1c(OCC(=O)OC(C)(C)C)ccc2c3c(c(=O)oc12)CCC3
#21 Cc1nnsc1NC(=O)OCCCl
#22 CC(=O)c1cccc(NC(=O)CSc2ccc(-c3ccc4c(c3)OCO4)nn2)c1
#23 Cc1cc(OCCn2cnc3ccccc3c2=O)cc(C(C)C)c1
#24 O=C(Cn1c2ccccc2c(=O)c2cc([N+](=O)[O-])ccc21)Nc1ccccc1Cl
compound no. | 19 | 20 | 21 | 22 | 23 | 24
E-sel TNF inh | -32 | 1 | -26 | . | 18 | .
GALR2 blocker | 19 | 6 | -6 | -2 | -10 | -5
Phagocytosis inh | . | -1 | -4 | 2 | -6 | 2
HCT116 PTEN-null | 80 | 95 | 106 | 63 | 77 | 54
Measles CPE | 9 | 11 | 7 | 6 | 12 | 6
bCat KO growth | 90 | 102 | 96 | 70 | 70 | 47
MRP-1 activ | -3.0 | 5.1* | -3.6 | -2.7 | -1.9 | -3.0
Yeast life ext | -6 | -22 | -4 | 4 | 1 | -2
NPY-Y2 antag | 4 | 3 | 2 | 4 | 3 | 8
Yeast growth inh | -20 | -42 | -3 | -28 | -12 | -23

#25 O=C(CSc1nnc(CNc2ccc(F)cc2)n1Cc1ccccc1)NCc1ccccc1
#26 Cc1ccnc2nc(C(=O)OCCOc3cccc(Br)c3)nn12
#27 COc1cc(/C=N/NC(=O)c2ccc(CSc3nc4ccccc4[nH]3)cc2)cc(OC)c1OC
#28 CCOc1cccc(C2NC(=S)NC(C)=C2C(=O)Nc2ccccc2)c1 (centres undefined)
#29 COc1cc(/C=C\C(=O)NCc2ccc3[nH]c(C)cc3c2)cc(OC)c1OC
#30 CCOc1ccc(C(=S)NC2CCCCC2)cc1
compound no. | 25 | 26 | 27 | 28 | 29 | 30
E-sel TNF inh | 25 | . | -9 | -28 | -22 | 15
GALR2 blocker | -1 | 6 | 25 | 9 | 7 | 9
Phagocytosis inh | . | -1 | 0 | -12 | . | .
HCT116 PTEN-null | 92 | 92 | 51 | 36 | 97 | 90
Measles CPE | 27 | 2 | 28 | 4 | 5 | 13
bCat KO growth | 88 | 100 | 56 | 36 | 84 | 81
MRP-1 activ | -1.9 | 0.2 | -3.9 | -3.7 | -2.1 | -1.9
Yeast life ext | . | -15 | -1 | -1 | -1 | -19
NPY-Y2 antag | -1 | 4 | -1 | 2 | 0 | 6
Yeast growth inh | -29 | -28 | -36 | 2 | -24 | -30

#31 CC(Oc1cccc(Cl)c1)C(=O)Nc1cc(=O)n(C)c(=O)n1C (centres undefined)
#32 Cc1cc(C)nc(NS(=O)(=O)c2ccc(NC(=O)c3cc(-c4ccccc4)nc4ccccc34)cc2)n1
#33 Cn1cc(/C=C2\SC(=O)N(c3ccccc3)C2=O)c2ccccc21
#34 C/C(=N\N1CCN(C2c3ccccc3-c3ccccc32)CC1)c1ccncc1
#35 CCn1c(=O)cc(O)c2ccccc21
#36 COc1cccc(/C=C(/C(=O)OCC(=O)NC2CCCC(C)C2C)c2ccccc2)c1 (centres undefined)
compound no. | 31 | 32 | 33 | 34 | 35 | 36
E-sel TNF inh | 8 | -9 | . | -37 | -26 | -20
GALR2 blocker | -23 | 1 | 7 | 11 | -4 | 2
Phagocytosis inh | -4 | -2 | -7 | 3 | 1 | -7
HCT116 PTEN-null | 96 | 73 | 57 | 80 | 108 | 58
Measles CPE | 13 | 14 | 15 | 20 | 4 | 13
bCat KO growth | 99 | 79 | 54 | 89 | 99 | 64
MRP-1 activ | -0.8 | -3.2 | -0.9 | -1.4 | -1.8 | -2.5
Yeast life ext | -14 | 2 | -4 | -22 | -17 | 8
NPY-Y2 antag | 1 | -1 | 2 | 4 | 0 | 9
Yeast growth inh | 28 | 1 | -7 | -3 | 14 | -13

Reprinted, nos. 1–3
#1 Cc1ccc(-c2[nH]nc3c2C(c2cccnc2)C(C#N)=C(N)O3)cc1 (centres undefined)
#2 CCCN1C(=O)c2cc(C(=O)NCc3ccc(OC)cc3)ccc2C1O (centres undefined)
#3 COc1cc(C(=S)N2CCOCC2)cc(OC)c1OC(=O)c1cc([N+](=O)[O-])cc([N+](=O)[O-])c1
compound no. | 1 | 2 | 3
E-sel TNF inh | -16 | . | -35
GALR2 blocker | 8 | 9 | 2
Phagocytosis inh | . | 0 | .
HCT116 PTEN-null | 81 | 101 | 91
Measles CPE | 31 | 0 | 7
bCat KO growth | 79 | 92 | 93
MRP-1 activ | -1.9 | -0.2 | -2.1
Yeast life ext | -12 | -7 | -19
NPY-Y2 antag | -1 | 0 | -1
Yeast growth inh | -7 | -5 | -45

(further entries)
#37 C=CCSc1nnc2c(n1)OC=Nc1ccccc1-2
#38 COCCN(C(=O)Cc1cccs1)C(C(=O)NCc1ccc(OC)cc1)c1ccc(OC)cc1 (centres undefined)
#39 c1ccc(CCN2CN=C(Nc3nc4ccccc4o3)NC2)cc1
#40 O=C(O)CCn1c(SCc2cccc3ccccc23)nc2ccccc21
#41 CC(=O)c1cccc(NC(=O)/C(=C\c2ccco2)NC(=O)c2cccs2)c1
#42 NS(=O)(=O)c1ccc(NC(=O)CSc2ccc3ccccc3n2)cc1
compound no. | 37 | 38 | 39 | 40 | 41 | 42
E-sel TNF inh | -14 | . | . | . | 40 | -4
GALR2 blocker | -2 | -2 | 1 | -10 | 9 | -4
Phagocytosis inh | 0 | 2 | -1 | 1 | . | -1
HCT116 PTEN-null | 94 | 89 | 88 | 102 | 92 | 77
Measles CPE | 8 | 40* | 4 | 29* | 14 | 24
bCat KO growth | 97 | 88 | 86 | 91 | 92 | 86
MRP-1 activ | -0.1 | 1.4 | 0.8 | -3.0 | -3.7 | -1.2
Yeast life ext | -11 | -7 | -6 | -9 | -2 | -10
NPY-Y2 antag | 1 | 4 | 2 | 5 | 0 | -1
Yeast growth inh | 26 | 2 | -42 | -28 | -39 | -8

#43 CN(C(=O)CSc1nnc(-c2ccncc2)n1C)C1CCS(=O)(=O)C1 (centres undefined)
#44 COc1ccc(/C=N/NC(=O)c2cnccn2)cc1O
#45 O=C(CNC(=O)c1ccco1)NCC(=O)OCc1cccc(Cl)c1
#46 CCOC(=O)N1CCN(C(=O)CSc2nnc(-c3ccc(C)c(C)c3)o2)CC1
#47 Cc1cc(C(=O)Nc2sc3c(c2C#N)CCC(C)C3)no1 (centres undefined)
compound no. | 43 | 44 | 45 | 46 | 47
E-sel TNF inh | 8 | 37 | 12 | . | -8
GALR2 blocker | 4 | 1 | -2 | 0 | 5
Phagocytosis inh | -1 | . | -1 | 0 | -2
HCT116 PTEN-null | 95 | 99 | 98 | 97 | 69
Measles CPE | 32 | 5 | 8 | 4 | 4
bCat KO growth | 94 | 93 | 90 | 97 | 70
MRP-1 activ | -0.8 | 0.6 | -0.8 | -2.4 | -0.9
Yeast life ext | -6 | -3 | -4 | -5 | -12
NPY-Y2 antag | 2 | 2 | -2 | 2 | 8
Yeast growth inh | -40 | -5 | -20 | -10 | -73
